Pf apPOL inh: Pf-apPOL inhibitors, biochemical, fluorescence; Recombinant Pf-apPOL, molecular beacon fluorescence, 1.5 h; AID 1794808, 2022; 210,000 compounds, 0.25% hits; inhibition, % at 10 µM
mHTT CaM bind: mutant huntingtin-calmodulin interaction inhibitors – biochemical, AlphaScreen, primary screen | P42858 | AlphaScreen His-mHTT/GST-CaM binding, luminescence | inhibition, % at 15 µM | 190,000 compounds, 3.6% hits;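 note: 0% = both proteins with DMSO and 100% = one protein alone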
* = called active by the depositor; i = inactive; . = no result given; & = joins results of further samples. Cut-off read from the data, not from the text of the source: active = inhibition above about 50%; inactive = the rest.

mol | Pf apPOL inh | mHTT CaM bind
O=C(C[n+]1ccc(/C=N/O)cc1)NCc1ccccc1 | -5 | i
COCCNC(=O)c1c[nH]c2ccc(S(=O)(=O)N(C)c3ccc(C)c(C)c3)cc2c1=O | -10 | 28
CCC(=O)Nc1nonc1-c1nc2ccccc2n1Cc1ccc(Cl)cc1Cl | -4 | -6
CN(C)CC1CN(C(=O)c2cnccn2)CC12CCOCC2 (stereo not drawn) | -8 | -9
CC1CCc2nn(CC(=O)Nc3ccc(Br)cc3F)cc2C1 (stereo not drawn) | -2 | -1
O=C(NCc1ccco1)C1CCN(c2nc3cccnc3s2)CC1 | 0 | 0
CC(C)(C)C(=O)Nc1ccc(-c2ccn[nH]2)cc1 | -2 | -12
C=CCc1ccccc1OCC(O)CN1CCN(c2cccc(Cl)c2)CC1 (stereo not drawn) | -2 | 99*
O=c1c(-c2ccccc2)coc2c3c(ccc12)OCN(CC1CCCO1)C3 (stereo not drawn) | -11 | 2
COC(=O)C(Cc1c[nH]c2ccccc12)NS(=O)(=O)c1ccccc1C(F)(F)F (stereo not drawn) | -1&-3 | .
COc1ccc(/C=C2/N=C(C(C)(C)C)OC2=O)cc1OC | -1 | 8
CC(C)c1ccc(NC(=O)C(=O)NC2CCCC2)cc1 | -4 | -9
COCCCNC(=O)CC1CCN(C(=O)c2ccccc2)CC1 | -5 | 2
COc1ccc(C2CC(=O)C3=C(C2)Nc2ccccc2NC3c2ccc(Cl)s2)cc1OC (stereo not drawn) | 5 | 56*
CCCOc1ccc(-c2nc3s/c(=C\c4cccc([N+](=O)[O-])c4)c(=O)n3n2)cc1 | -5 | -1
CC(=O)Nc1ccccc1NC(=O)Cc1ccc(Cl)cc1 | 95* | -1
CSc1nnc2c(n1)[nH]c1ccc(C)cc12 | 2 | 2
CCCC(=O)N1c2ccccc2-c2nnc(SC)nc2OC1c1ccco1 (stereo not drawn) | -84 | 12
COc1ccc(CN2CC(C(=O)NCc3ccc(Cl)c(Cl)c3)CC2=O)cc1 (stereo not drawn) | -17 | 28
Cc1cccc2nc(-c3ccccc3)oc(=O)c12 | -22 | .

Going on with the list.
mol | Pf apPOL inh | mHTT CaM bind
COc1cccc(OCCSc2nc3ccccc3c(=O)[nH]2)c1 | -7 | 4
Cc1ccc(C)c(NC(=O)C(C)N2C(=O)c3ccccc3C2=O)c1 (stereo not drawn) | 2 | -4
CC(C)Cn1c(=O)c(N2CCN(S(=O)(=O)c3cccc(F)c3)CC2)nc2ccncc21 | 1 | 1
c1ccc(N2CCN(Cc3cccs3)CC2)cc1 | -1 | -2
COc1ccc(/C=C2/N=C(c3ccco3)OC2=O)c(OC)c1 | -5 | 2
Cc1cc2c(nn1)CCc1nonc1-2 | 0 | 3
Cc1cc(C)cc(NC(=O)c2ccc(OC(C)C)cc2)c1 | -4 | -32
O=C1C2N=NN(c3ccc(F)cc3)C2C(=O)N1c1ccc(F)cc1 (stereo not drawn) | 0 | -4
Cc1c(Cl)c(C)c([N+](=O)[O-])c(O)c1C=Nc1ccc(F)cc1 | 1 | 6
CC(=O)N1CCc2cc(N3CC(C(=O)Nc4cccc(Br)c4)CC3=O)ccc21 (stereo not drawn) | -4 | 3
CCCCNC(=O)C1CCCN(C(=O)c2cccc(C(F)(F)F)c2)C1 (stereo not drawn) | -18 | 33
CC(NC(=O)c1cn(-c2cccc(F)c2)nn1)c1ccc(F)cc1 (stereo not drawn) | -2&-10 | -10&-9
Cn1ccc2ccn(CC(=O)Nc3ccccc3)c(=O)c21 | 3 | 1
CCCCc1nnc2n1N=C(c1ccc([N+](=O)[O-])cc1)CS2 | 6 | 14
NC(=O)C1CCN(C(=O)c2n[nH]c(=O)c3ccccc23)CC1 | 3 | 2
Cc1ccccc1N(C)S(=O)(=O)c1ccc2[nH]cc(C(=O)NC3CCCCCC3)c(=O)c2c1 | -8 | 1
COc1ccccc1NC(=O)CSc1nc2c(cc1C#N)CCCCC2 | -6 | -20
CCOC(=O)Cn1cc(CN2C(C(=O)OC)CN(Cc3ccccc3)CCS2(=O)=O)nn1 (stereo not drawn) | -2 | -12
Cc1ccc(N=C2C(=O)Nc3ccccc32)cc1I | -2 | 10
Cc1nc(-c2ccccc2)sc1C(=O)NCCn1nc(-n2ccnc2)ccc1=O | -2 | -9

Some of the entries so far, with two lines to a compound:
The line under a structure holds: Pf apPOL inh	mHTT CaM bind
- O=C(NCc1ccco1)C1CCN(c2nc3cccnc3s2)CC1
 : 0	0
- CC(C)(C)C(=O)Nc1ccc(-c2ccn[nH]2)cc1
 : -2	-12
- C=CCc1ccccc1OCC(O)CN1CCN(c2cccc(Cl)c2)CC1 (stereo not drawn)
 : -2	99*
- O=c1c(-c2ccccc2)coc2c3c(ccc12)OCN(CC1CCCO1)C3 (stereo not drawn)
 : -11	2

Going on with the list.
mol | Pf apPOL inh | mHTT CaM bind
Cc1onc(-c2ccccc2Cl)c1-c1nc(C2CCCCC2)no1 | -3 | -84
Clc1ccc2c(c1)c1cc(Cl)ccc1n2Cc1ccccc1 | -10&3 | .
CN(C)c1ccc2sc(SCC(=O)Nc3ccccc3)nc2c1 | -6 | 36
CCOc1ccc(N2CC(c3nnc(NC(=O)Cc4ccccc4C)o3)CC2=O)cc1 (stereo not drawn) | -1 | 19
Cc1c(O)ccc2c(CN3CCC(Cc4ccccc4)CC3)cc(=O)oc12 | -8 | 9
CC(C)CCNC(=O)c1ccc(-c2nc(-c3ccc(F)cc3)no2)cc1 | 1 | -2
Cc1ccc(NC(=O)N2CCCC(CCC(=O)NCc3ccccc3)C2)cc1 (stereo not drawn) | -6 | 4
Cc1ccc(O)c(CNC2CCN(c3ccc(C(=O)NC4CC4)cn3)C2)c1 (stereo not drawn) | 0 | -3
Cc1sc(NC(=O)Nc2ccc(Cl)c(Cl)c2)c(C(N)=O)c1C | 1 | 0
Fc1cccc(CN2CCOCC2)c1 | -3 | 1
O=C(NCc1ccccn1)C(=O)NCC1OCCN1C(=O)c1ccc2c(c1)OCO2 (stereo not drawn) | -3 | -13
CC1C(=O)N(c2ccc(Cl)cc2Cl)CCN1C(=O)C1CCC1 (stereo not drawn) | -2 | 0
CCOc1ccc(/C=C2\Sc3ccccc3C2=O)cc1 | 2 | 1
CC(C)n1cnc2cc(CNC(=O)c3ccccn3)ccc21 | -5 | 14
Cc1ccc(C)c(Cn2nc(-c3nc(C(C)(C)C)no3)ccc2=O)c1 | -1 | -15
O=C(CSc1nc2c(c(=O)n1-c1ccccc1)SCC2)N1CCOCC1 | -2 | -12
Cc1ccc(C(=O)Nc2ncccc2Cl)o1 | -6 | -3
O=C(Cc1ccc(F)cc1)NC1CCN(c2nnc3ccccn23)CC1 | 4 | 6
Cn1nnnc1SCC(=O)N1CCN(c2ccc(-c3cccs3)nn2)CC1 | 0 | -3
O=[N+]([O-])c1cccc(C2CC(c3ccc(Cl)cc3)Nc3nnnn32)c1 (stereo not drawn) | -6 | 13

Other records
mol | Pf apPOL inh | mHTT CaM bind
COc1ccc(N2C(=O)CC(C3CCCO3)C2=O)cc1 (stereo not drawn) | -89 | -6
Cc1onc(-c2c(Cl)cccc2Cl)c1C(=O)ON=C(N)c1c(Cl)cccc1Cl | -7 | .
O=C1NC(=Nc2ccccc2Cl)S/C1=C/c1ccc(O)c([N+](=O)[O-])c1 | -6 | 16
Cc1ccc(C(C)C)cc1S(=O)(=O)NCc1ccco1 | -1 | -3
CCCn1c(=O)c2c(ncn2CC)n(-c2ccc(C)cc2)c1=O | -3 | -1
O=C1OC(c2ccc3c(c2)OCO3)=N/C1=C\c1ccc(Cl)cc1 | 0 | 1
CCCn1ncc(OC)c(Cl)c1=O | 9 | -2
CCC1CCCCN1C(=O)c1ccc(Cl)cc1[N+](=O)[O-] (stereo not drawn) | -2 | -2
CC1C(=O)N(c2ccc(F)cc2F)CCN1C(=O)C1CCC1 (stereo not drawn) | -3 | -6
Cc1ccnc(NS(=O)(=O)c2ccc(NC(=O)c3ccc(C)c(C)c3)cc2)n1 | -1 | 2
O=C(CCCn1cnc([N+](=O)[O-])n1)Nc1ccc(Br)cc1 | -6 | 4
CCOc1ccc(S(=O)(=O)N2CCN(C3=CC4=NC(C)CN4C=N3)CC2)cc1 (stereo not drawn) | -1 | 13
CCOC(=O)COc1ccc2c(c1)OC(=Cc1ccc3c(c1)OCO3)C2=O | -10 | -6
O=C(NCCn1ccc2ccccc21)c1ccc(S(=O)(=O)N2CCOCC2)cc1 | -2 | -6
Cc1nc(-c2ccc(C(=O)Nc3ccccc3)cc2)cs1 | -6 | -3
CC1=NN(c2cccc(C(=O)O)c2)C(=O)/C1=C/c1ccc(-c2cc([N+](=O)[O-])ccc2C)o1 | -1 | 23
COc1ccccc1-c1noc(C2CCCN2C(=O)Nc2cccc(C)c2)n1 (stereo not drawn) | 2 | 5
CCC(C)Nc1nc(C)nc2c1sc1nc3c(cc12)COC(C)(C)C3 (stereo not drawn) | -2 | 45
Cc1nnc2n1CCN(C(=O)Cc1c(F)cccc1Cl)C2 | -1 | -3
FC(F)(F)c1ccc(Sc2cc(C(F)(F)F)nc3cc(Cl)cc(Cl)c23)nc1 | 0 | .

Complete entries from above. Values in the order: Pf apPOL inh, mHTT CaM bind
Results for CC1C(=O)N(c2ccc(F)cc2F)CCN1C(=O)C1CCC1 (stereo not drawn) → -3, -6
Results for CCOc1ccc(S(=O)(=O)N2CCN(C3=CC4=NC(C)CN4C=N3)CC2)cc1 (stereo not drawn) → -1, 13
Results for Cc1ccc(C(C)C)cc1S(=O)(=O)NCc1ccco1 → -1, -3
Results for CCCn1ncc(OC)c(Cl)c1=O → 9, -2

Additional results:
mol | Pf apPOL inh | mHTT CaM bind
O=C1NC(=Nc2ccc(O)cc2)S/C1=C/c1ccco1 | -5 | 9
Cc1cccc(N2CCN(Cc3ccoc3)CC2)c1C | -3 | 4
O=C(NCCN1CCCCCC1)c1ccn2c(-c3ccccc3)nnc2c1 | 0 | 1
COc1ccccc1C1=N/C(=C/c2ccc3c(c2)OCO3)C(=O)O1 | -3 | 3
CCN1CCN(C(=O)C2CC(=O)N(c3ccc(F)cc3)C2)CC1 (stereo not drawn) | -7 | -1
CC(C)C[C@@H](COCc1ccc(F)cc1)N1CCN(C(=O)c2cccc(C(F)(F)F)c2)CCC1=O | -5 | 60*
Cc1cc(C)cc(C(=O)N2CCCC(C(=O)Nc3ccccc3Cl)C2)c1 (stereo not drawn) | -2 | -4
Cc1ccc(N2CCN(CC(=O)Nc3ccc(C(F)(F)F)cc3)C2=O)cc1 | -10 | -9
CC(C)NC(=O)c1ccc(OCC2CCCN(C(=O)C(C)(C)C)C2)cc1 (stereo not drawn) | -4 | 3
COc1ccc(NC(=O)CSc2nc3[nH]ncc3c(=O)n2-c2ccc(C)c(C)c2)c(OC)c1 | -3 | 42
O=C(C1CC1)N1CCc2cc(Br)cc(S(=O)(=O)N3CCCCCC3)c21 | -7 | -3
Nc1nnc(-c2cc3cc(Cl)cc(Cl)c3oc2=O)s1 | 8 | 1
O=c1/c(=C/c2cccs2)sc2nc(-c3cccc(Cl)c3)nn12 | -4 | 6
O=C(NCc1ccc2c(c1)OCO2)C(O)(c1ccccc1)c1ccccc1 | -13 | -6
CCOc1ccccc1NC(=O)NCCC1CCN(C(=O)Nc2cccc(Cl)c2)CC1 | -4 | 3
Cc1ccc(S(N)(=O)=O)cc1NS(=O)(=O)c1ccc(Cl)cc1 | -4 | 4
CCCCCOc1ccc(N=Cc2cc(OC)ccc2O)cc1 | -1 | 14
Cc1cc(OCCOCCN2CCNCC2)ccc1Cl | -4 | 1
N#C/C(=C\c1cc2c(cc1Cl)OCO2)C(=O)Nc1cc([N+](=O)[O-])ccc1Cl | 8 | 5
COc1ccc(NC(=O)CN2C(=O)C(c3ccc(F)cc3)=NC2(C)C)cc1Cl | -7 | 0

Further entries:
mol | Pf apPOL inh | mHTT CaM bind
COc1ccccc1CN1C(=O)CCC1(C)C(=O)NC1CCCCC1 (stereo not drawn) | -10 | -2
CC1(C)CC(=O)C2=C(C1)OC(c1ccc(Cl)cc1Cl)C(C#N)=C2N (stereo not drawn) | 0 | 5
N#CCN(CC#N)C(=O)c1cccc(Br)c1 | -4 | -6
Cc1ccc(CSCCNC(=O)c2ccccc2C)cc1 | -9 | -8
COc1cc(C(=O)N2CC(C)OC(C)C2)c([N+](=O)[O-])cc1OC (stereo not drawn) | -14 | -5
CC1CCN(c2ncc3c(n2)CCC(C(=O)NCCc2cccnc2)C3)CC1 (stereo not drawn) | -1 | 13
COc1ccc(-c2noc(C3CCN(CC(=O)NC4CCCC4)CC3)n2)cc1 | -3 | -3
O=C(c1ccc(Cl)cc1)N(Cc1cc(-c2ccccc2)on1)C1CC1 | 0 | -12
COc1ccc(C(=O)N2CCC3(CC2)NC(=O)c2cccc(Cl)c2N3)cc1 | -3 | -6
CC12C=CC3(CN(Cc4ccccc4)C(=O)C3C1C(=O)NCc1ccccc1Cl)O2 (stereo not drawn) | -10 | -3
O=C(Nc1ccc(C(F)(F)F)cc1)c1ccc(S(=O)(=O)NCCc2ccccc2)o1 | -6 | -28
COc1ccc(N2CCN(C(=O)c3c(F)cccc3Cl)CC2)cc1 | -1 | 5
Cn1nc(COCc2ccccc2)c2c1CCN(C(=O)Nc1ccc(F)cc1)C2 | -3 | 3
COc1cccc(/C=c2\sc3nc(-c4ccc(C)cc4)nn3c2=O)c1OC | -4 | 0
